# Screens: PubChem BioAssay, several laboratories
# Diaph inh CS: counter-screen for diaphorase-based assays: diaphorase inhibitors and chemical oxidizers | inhibition, % at 20 µM | diaphorase resazurin-to-resorufin fluorescence, NADH, 16 min; bacterial (C. kluyveri) enzyme, not human | actives 0.69% (n = 190,000) | AID 1217;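 active = primary screen inhibition at 20 µM above a set limit, cut at about 50% in these data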;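 note: plate controls were DMSO with full reaction for no effect and wells lacking NADH for full effect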
#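 Benchmarks: positive control wells lacking NADH, neutral wells with DMSO only. System: bacterial diaphorase enzyme (C. kluyveri). Input: 0.14 U/mL diaphorase, enzyme working solution. Detection: resorufin fluorescence, excitation 544 nm, emission 590 nm. Times: 16-min room-temperature incubation before reading.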
# G6PDH CS: counter-screen for G6PDH assay hits: L. mesenteroides G6PDH inhibition. Purified L. mesenteroides G6PDH, diaphorase/resazurin coupled fluorescence, 45 min. AID 1020. actives 0.12% (n = 200,000). inhibition, % at 5 µM; in the data active = inhibition above about 50%
# PPARg SRC-1 ag: promotes SRC-1 coactivator recruitment by human PPARgamma; AID 631; P37231; PPARgamma-SRC-1 coactivator recruitment biochemical assay; activation, % at 8 µM; actives 0.41% (n = 200,000); in the data active = activation above about 19%;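 note: 0% = DMSO and 100% = reference agonist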
# Target sequence (P37231 whole entry, looked up): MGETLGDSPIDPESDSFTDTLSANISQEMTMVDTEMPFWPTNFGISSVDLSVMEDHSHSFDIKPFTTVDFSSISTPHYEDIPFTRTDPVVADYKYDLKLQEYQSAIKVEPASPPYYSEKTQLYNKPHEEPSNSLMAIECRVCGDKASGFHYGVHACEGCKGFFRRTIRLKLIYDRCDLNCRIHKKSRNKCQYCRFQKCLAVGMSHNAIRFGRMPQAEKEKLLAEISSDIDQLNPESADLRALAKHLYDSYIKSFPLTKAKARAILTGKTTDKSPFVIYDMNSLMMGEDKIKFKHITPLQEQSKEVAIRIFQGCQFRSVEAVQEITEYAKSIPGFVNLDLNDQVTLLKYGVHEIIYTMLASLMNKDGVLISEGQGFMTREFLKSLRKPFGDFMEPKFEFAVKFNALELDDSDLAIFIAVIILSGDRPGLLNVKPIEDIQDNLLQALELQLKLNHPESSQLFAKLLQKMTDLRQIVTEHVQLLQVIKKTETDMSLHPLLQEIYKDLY
# PPARg SRC2 recr: agonists of SRC-2 recruitment by human PPARgamma; P37231; actives 0.34% (n = 200,000); activation, % at 8 µM; PPARgamma LBD-SRC-2 recruitment, biochemical; AID 1032; in the data active = activation above about 22%;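 note: 0% = vehicle and 100% = reference agonist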
# PMI activator: increases human mannose-6-phosphate isomerase activity | P34949 | purified human PMI, coupled resazurin fluorescence, 20 min; stronger effect = higher value; 1 = vehicle control, 0 substrate-free wells | activation factor at 20 µM | actives 0.005% (n = 190,000);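 active = activation factor of 2 or more at 20 µM, relative to plate controls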
# ROMK primary: modulates human ROMK potassium channel activity | Tet-inducible ROMK, thallium flux fluorescence; actives lie on both sides | P48048 | B-score at 10 µM | actives 2% (n = 130,000) | AID 1918;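 active = signal ratio slope over the read window, or its plate-corrected B-score, at least 3 SD from the plate mean, either direction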;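 note: B-score of the F/F0 ratio slope over 7 to 12 s after thallium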
# Target sequence (P48048 whole entry, looked up): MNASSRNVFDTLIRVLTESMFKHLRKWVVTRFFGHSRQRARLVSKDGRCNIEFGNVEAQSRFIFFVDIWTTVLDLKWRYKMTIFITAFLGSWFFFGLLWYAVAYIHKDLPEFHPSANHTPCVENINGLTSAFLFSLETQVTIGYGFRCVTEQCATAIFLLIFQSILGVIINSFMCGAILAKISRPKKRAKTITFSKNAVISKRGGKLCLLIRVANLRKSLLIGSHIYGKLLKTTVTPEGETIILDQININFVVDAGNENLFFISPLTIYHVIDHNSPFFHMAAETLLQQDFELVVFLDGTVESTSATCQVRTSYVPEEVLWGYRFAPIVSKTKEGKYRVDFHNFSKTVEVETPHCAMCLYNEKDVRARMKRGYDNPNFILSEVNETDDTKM
# PPARg SRC3 recr: PPARgamma-driven SRC-3 recruitment agonism. AID 731. activation, % at 8 µM. biochemical PPARgamma/SRC-3 coactivator recruitment assay. P37231. actives 0.26% (n = 200,000); in the data active = activation above about 23%;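 note: 0% = DMSO and 100% = reference agonist; some compounds past the cut are filed as inactive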
# PMI act satM6P: increases human PMI activity with near-saturating mannose 6-phosphate; activation factor at 20 µM; actives 0.34% (n = 190,000); coupled PMI enzyme assay, resazurin fluorescence, 20 min; stronger effect = higher value; 1 = untreated enzyme, 0 = substrate-free blank; AID 1216; P34949;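 active = activation factor of 2 or more at 20 µM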
#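 test system = human PMI in coupled enzyme assay | medium = HEPES-buffered pH 7.4 with magnesium and detergent | also added = 1.0 mM mannose-6-phosphate substrate with 0.22 mM NADP+ | compound = 20 µM single dose | times = 20 min incubation at room temperature | measured by = resorufin fluorescence (Ex 544/Em 590 nm) from resazurin via diaphorase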
# S1P3 antagonist: S1P3 (human) receptor antagonism. Q99500. CHO S1P3 NFAT-BLA reporter, FRET fluorescence, antagonist mode. inhibition, % at 4.98 µM. actives 0.27% (n = 170,000). AID 485;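 active = inhibition above the plate cutoff, the mean inhibition of test wells on that plate plus 3 SD, cut at about 28% in these data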;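 note: cells challenged with S1P at its EC80 of 0.8 µM; blue over green emission ratio from cleaved BLA substrate after 4 h stimulation; 0% = S1P-stimulated wells and 100% = unstimulated DMSO-only wells; some compounds past the cut are filed as inactive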
# SRC2 TRFRET art: counter-screen for PPARgamma SRC-2 recruitment agonists: TR-FRET artefact. stronger effect = higher value. TR-FRET ratio at 8 µM. actives 0.4% (n = 200,000). AID 1049; in the data active = TR-FRET ratio above about 2000; note: inactives centre near 1500
# Diaph act CS: counter-screen for diaphorase-based assays: diaphorase activators and chemical reducers; Diaphorase/resazurin coupled assay, resorufin fluorescence, 16 min; stronger effect = higher value; 1 = vehicle wells, 0 = NADH-free wells; activation factor at 20 µM; actives 0.005% (n = 190,000); AID 1229;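 active = diaphorase activity raised at least twofold by the compound at 20 µM; inactive = activation factor below 2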
#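 Test system: Clostridium kluyveri diaphorase, purified enzyme; input: enzyme 0.07 U/mL final; buffer or medium: 50 mM HEPES pH 7.4 with 4.542 mM MgCl2, 0.005% Tween 20; also added: 0.114 mM NADH and 0.1 mM resazurin, final amounts; schedule: 16 min enzyme reaction, ambient temperature; technique: fluorescence of resorufin, 544 nm excitation, 590 nm emission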
# An asterisk follows results filed as active; / = no result given.
SMILES,Diaph inh CS,G6PDH CS,PPARg SRC-1 ag,PPARg SRC2 recr,PMI activator,ROMK primary,PPARg SRC3 recr,PMI act satM6P,S1P3 antagonist,SRC2 TRFRET art,Diaph act CS
CCOC(=O)c1[nH]cnc1C(=O)Nc1ccccc1C,6,10,-8,-10,1.1,0.034,2,1.1,-19,1480,0.9
CC(CCc1ccccc1)NC(=O)/C=C/c1ccc(F)cc1 (stereo not given),14,13,-4,-7,1,2.1*,-5,0.9,-12,1474,0.9
CCCC(=O)NC(=S)Nc1ccc(N2CCOCC2)c(Cl)c1,16,-1,2,-1,1,/,-3,0.9,-13,1483,0.8
CCOc1ccccc1NC(=O)CN(Cc1ccccc1)S(C)(=O)=O,13,1,-2,12,0.9,/,-5,0.9,-9,1463,0.9
Cc1ccc(S(=O)(=O)N(C)C)cc1NC(=O)c1ccc(OC(F)(F)F)cc1,10,14,4,-3,1,/,1,1,15,1392,0.9
O=C(CSc1nc2ccccc2[nH]1)c1ccc2c(c1)OCO2,5,-21,2,4,1.2,/,9,1.4,-5,1336,1
COc1cccc(-c2nc(Oc3cc(C)cc(C)c3)c3ccccc3n2)c1O,9,-8,0,2,1,/,10,1,-9,1595,0.9
Cc1cccc(NC(=O)CSc2nnc(-c3ccco3)c(-c3ccco3)n2)c1C,45,26,4,-1,0.8,/,-8,0.5,/,1541,0.5
O=C(O)CN1C(=O)CC(Cc2ccc(Cl)cc2)C1=O (stereo not given),17,0,-9,3,1,/,1,1,-37,1465,0.8
O=C(O)C1=C[C@@H](c2ccc(C(F)(F)F)cc2)C[C@@H](OCc2ccc(CO)cc2)O1,12,1,4,-3,1.1,/,-2,1,-15,1570,0.9
CC(C)(C)C(=O)N1CCC[C@H]1C(O)(c1ccccc1)c1ccccc1,-9,8,-7,5,1.1,-0.28,-4,1.1,-2,1322,1.1
CCOc1cccc(OCCOCCOc2ccccc2C(C)=O)c1,15,0,2,4,1,/,1,1,0,1746,0.9
C[C@@H](C(=O)NCC1CC1)[C@@H]1C[C@@]1(C)[C@@H](NC(=O)OCc1ccccc1)c1ccccc1,17,23,4,8,0.9,-0.38,-1,0.8,1,1522,0.8
CC1(C)C(C=C(Cl)Cl)C1C(=O)N1CCN(c2ccccc2)CC1 (stereo not given),24,-12,1,5,0.8,/,8,0.9,21,1573,0.8
C=C(C)c1cccc(C(C)(C)NC(=O)NCc2ccncc2)c1,-6,5,-5,1,1.1,0.55,1,1.1,20,1662,1.1
N#CC1=C(N)Oc2n[nH]c(-c3ccc(F)cc3)c2C1c1ccncc1 (stereo not given),9,2,2,1,1,/,-6,1,8,1488,0.9
CC(Sc1nc(NCc2ccccc2)nc(N2CCOCC2)n1)C(=O)Nc1ccccc1 (stereo not given),11,0,4,10,0.9,/,-1,0.9,10,1538,0.9
COc1ccc2cc3cc(C(=O)NCc4ccc5c(c4)OCO5)oc3nc2c1,13,1,-1,-5,0.9,/,-3,0.9,-7,1456,0.9
O=C(Nc1ccccc1Cl)ON=C1c2ccccc2-c2ccccc21,1,8,5,-4,0.9,-0.67,-1,1,/,1290,1
CC(=O)c1ccc(S(=O)(=O)N2CCC(NC(=O)Nc3cccc(F)c3)CC2)cc1,27,1,10,4,0.9,/,-1,1,-6,1567,0.7
CCCc1nnc(NC(=O)CCC(=O)N2CCN(CCOc3ccc(C)cc3)CC2)s1,5,-7,-4,1,1,/,-1,1,-18,1496,0.9
O=C(/C=C/c1ccccc1)/C=C/c1ccccc1,18,11,-1,-10,1,-0.12,1,0.9,2,1459,0.8
C=CCOC(=O)C1=C(C)NC(SCC(=O)OCC)=C(C#N)C1c1ccc(C)cc1 (stereo not given),21,-1,6,5,0.8,/,-1,0.9,/,1553,0.8
COc1cc2cc(C(c3nnnn3C(C)(C)C)N3CCc4ccccc43)c(=O)[nH]c2cc1OC (stereo not given),33,1,9,-1,0.9,0.1,9,0.7,-10,1455,0.7

# 3 compounds drawn at random from the list so far, as already listed:
SMILES,Diaph inh CS,G6PDH CS,PPARg SRC-1 ag,PPARg SRC2 recr,PMI activator,ROMK primary,PPARg SRC3 recr,PMI act satM6P,S1P3 antagonist,SRC2 TRFRET art,Diaph act CS
CC1(C)C(C=C(Cl)Cl)C1C(=O)N1CCN(c2ccccc2)CC1 (stereo not given),24,-12,1,5,0.8,/,8,0.9,21,1573,0.8
COc1ccc2cc3cc(C(=O)NCc4ccc5c(c4)OCO5)oc3nc2c1,13,1,-1,-5,0.9,/,-3,0.9,-7,1456,0.9
CC(=O)c1ccc(S(=O)(=O)N2CCC(NC(=O)Nc3cccc(F)c3)CC2)cc1,27,1,10,4,0.9,/,-1,1,-6,1567,0.7

# The results go on:
SMILES,Diaph inh CS,G6PDH CS,PPARg SRC-1 ag,PPARg SRC2 recr,PMI activator,ROMK primary,PPARg SRC3 recr,PMI act satM6P,S1P3 antagonist,SRC2 TRFRET art,Diaph act CS
COc1cc(/C=C(\C#N)C(=O)NC(C)C)cc(Cl)c1O,-4,2,13,11,1.1,-0.00034,7,0.8,0,1604,1
CC(C)(C)C1CCc2c(sc(NC(=O)CSc3nnc(-c4ccccc4)o3)c2C#N)C1 (stereo not given),20,8,3,-2,0.8,-0.26,4,0.8,-10,1982*,0.8
CC1=Nc2ccc(Br)cc2C(c2ccccc2)N1CC(=O)O (stereo not given),2,1,13,0,1,0.28,3,1.2,-10,1688,1
C/C(=N/NC(=O)CCC(=O)Nc1cccc(Cl)c1)c1ccc(C)cc1,9,-1,5,-2,1,-0.27,2,1,-10,1552,0.9
Nc1ccc(Cc2ccccn2)cc1,8,11,5,2,0.9,0.047,5,0.9,1,1606,0.9
O=C(c1ccco1)N1CCC(c2nc(-c3ccc(F)cc3)no2)CC1,2,5,1,2,0.9,0.045,4,1,/,1382,1
CNC(=O)c1cc2cccc(OC)c2oc1=O,5,0,6,9,1,0.061,-2,1.1,-11,1630,0.9
CNC(=O)c1cc2cc(OC)ccc2oc1=N,11,-4,6,5,0.9,-0.02,5,0.8,-8,1697,0.9
O=C(COc1ccc(Br)cc1)N1CCN(c2ccc([N+](=O)[O-])c(N3CCCCC3)c2)CC1,20,-50,-2,1,0.8,/,5,0.9,-14,1720,0.8
COC(=O)CSc1nnc(-c2ccoc2C)n1-c1ccc(C)cc1,14,0,1,8,1,0.03,7,1,-11,1654,0.9
CC(C)(C)c1cc(NC(=O)CSc2nncs2)n(-c2ccccc2)n1,6,8,4,1,1,1.8,4,1,4,1599,0.9
CCC(CO)NS(=O)(=O)c1cc(-c2nn(C)c(=O)c3ccccc23)ccc1C (stereo not given),16,9,-5,-4,0.9,/,-4,1,-16,1445,0.8
COC(=O)c1cn(NC(=O)C2COc3ccccc3O2)c(=O)c2ccccc12 (stereo not given),5,2,6,2,0.9,0.21,-7,1,/,1729,1
CCOC(=O)N1CCc2c(sc3c2c(=O)n(Cc2ccccc2)c(=O)n3CC(=O)NCCOC)C1,18,-1,2,10,0.9,-0.27,3,0.9,-11,1616,0.8
COC(=O)c1c(NC(=O)Cc2cccs2)sc(C(=O)NC2CCCCC2)c1C,/,/,8,1,/,0.024,5,/,/,1457,/
O=C(CSc1nc2ccccc2[nH]1)N1c2ccccc2Sc2ccccc21,25,-11,2,7,0.8,-0.022,4,0.9,4,1616,0.8
O=C(/C=C/c1cccs1)N1CCOCC1,7,3,-8,-3,1.1,1.1,-4,1,-3,1379,0.9
CCN1CCN(CCNC(=O)CS(=O)(=O)Cc2nc(-c3ccc(C)cc3)oc2C)CC1,2,3,2,3,1.1,/,-3,0.9,0,1565,1
O=c1c([N+](=O)[O-])c(N2CCCCC2)c2ccccc2n1-c1ccccc1,-10,2,4,3,1,0.68,-2,1.1,/,1539,1.1
COc1ccc(C2CC(c3c(O)cc(C)oc3=O)=NCCS2)c(OC)c1 (stereo not given),7,4,4,-1,1.1,/,-8,0.9,31,1464,0.9
COc1ccc(C2c3c(oc4ccc(C)cc4c3=O)C(=O)N2c2cc(C)ccn2)cc1OC (stereo not given),30,-46,1,-7,0.7,-0.31,-15,0.8,12,1553,0.7
CC(Cc1ccccc1)C(=O)NCc1nc2ccccc2s1 (stereo not given),-15,16,-3,-1,1.1,-0.12,-4,1.2,4,1440,1.2
COc1ccc(S(=O)(=O)Nc2cc(Sc3ncn[nH]3)c(O)c3ccccc23)cc1,20,54*,1,8,0,-6.3*,19,0.3,/,1882,0.8
COc1ccc(-c2csc(-n3ncc(-c4ccccn4)c3N)n2)cc1,-6,-1,2,2,1.1,0.05,-5,1,-2,1457,1.1
Cc1ccnc(SCc2cc(=O)c(OC(=O)c3ccc(S(=O)(=O)N4CCCC4)cc3)co2)n1,5,4,-2,11,1,-0.95,-3,1,-4,1767,1
CCOC(=O)C1C(=O)NC(N2CCCCC2)=NC1C(C)C (stereo not given),2,-2,-4,2,1,/,-5,1,-6,1542,1
Cc1cccc(C)c1NC(=O)COC(=O)C1CC(=O)N(Cc2ccccc2)C1 (stereo not given),13,2,0,8,1,0.85,-2,0.9,9,1805,0.9
Cc1ccccc1NC(=O)C(C)O/N=C/c1cccc([N+](=O)[O-])c1 (stereo not given),14,0,4,5,0.9,0.62,7,1,/,1616,0.9
Fc1ccc(NC(=S)N2CCN(c3ncccn3)CC2)cc1,-16,9,1,5,1,-1.7,1,1.1,-13,1504,1.2
COc1ccccc1N1CCN(CC(=O)c2c(C)[nH]c3ccccc23)CC1,24,1,-3,2,0.9,/,-1,0.9,-20,1594,0.8
CCC(C(=O)Nc1ccsc1C(=O)OC)c1ccccc1 (stereo not given),-8,16,0,9,1.1,0.36,4,1.1,-3,1519,1.1
CC1(C)CC(=O)C2=C(C1)Nc1ccccc1N=C2,34,4,2,0,1.2,/,6,1.2,8,1557,0.7
CCn1c(=N)c(C(=O)NC)cc2c(=O)n3cccc(C)c3nc21,-2,-5,/,/,1,/,/,1,6,/,1
CC1(C)C(=O)OC(c2cccs2)C(C)(C)C1=O (stereo not given),13,10,9,3,1,1.3,-2,1,-21,1594,0.9
C#CCOCCOCCOCCNc1nc(N2CCN(C(=O)[C@H]([C@@H](C)O)n3cc(CCCCN)nn3)CC2)nc(N2CCN(C(=O)[C@H]([C@@H](C)CC)n3cc(CCCN=C(N)N)nn3)CC2)n1,-16,10,7,8,1.2,-0.47,2,1.3,-2,1725,1.2
CCn1c2ccccc2c2cc(NC(=O)CSc3nnc(-c4ccc(OC)c(OC)c4)n3N)ccc21,10,4,1,3,1,/,2,1,/,1715,0.9
